SSB-PriA inh = inhibitors of Klebsiella pneumoniae PriA binding to SSB C-terminal tail; AlphaScreen SSBct-PriA binding, biotinylated peptide; inhibition, % at 33 µM; 430,000 compounds, 0.6% hits; in the data active means inhibition mostly above about 37%, no sharp cut-off; inactive means mostly below about 20%;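 further: plate controls were negative control peptide for no effect and reference peptide for full effect; strong numbers were not always called active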
* marks the source's active call; other numbers are inactive results; & = joins results of further samples.

structure,SSB-PriA inh
O=C(c1ccc2c(c1)OCO2)N1CCC(c2nc3ccccc3[nH]2)CC1,3.0
Cc1ccc(C)c(NC(=O)Cc2csc(NC(=O)Nc3ccc(Cl)cc3)n2)c1,0.0
CCOC(=O)C1CCCN(CCOc2ccc3c(c2)O/C(=C\c2ccc(OC)cc2)C3=O)C1 (stereo not given),15.0
CCCCOC(=O)c1ccc(NC(=O)c2cnc3sccn3c2=O)cc1,7.0
C=CCNC(=S)N=c1sccn1C,-16.8
O=C(N1CCCCCC1)N1CCN(c2ccccc2F)CC1,4.0
CCCS(=O)(=O)N1CCCc2cc(NC(=O)c3cc4ccc(OC)cc4[nH]3)ccc21,-6.0
CC(=NNC(=O)C(N)=O)c1cccc([N+](=O)[O-])c1,-13.8
Cc1ccccc1-c1noc(CC2CCCN(S(=O)(=O)c3c(C)noc3C)C2)n1 (stereo not given),-9.0
CSc1ccccc1NC(=O)C(=O)NCCN1CCN(c2ccc(F)cc2)CC1,-8.0&2.0
COC1CCNCC1,-17.0
CSc1ccccc1NC(=O)c1cc2c(=O)n(C)c(=O)n(C)c2s1,7.0
Cn1c(C2CCC(CNC(=O)Cn3ccc4ccccc43)CC2)nc2ccccc21 (stereo not given),7.0
Cc1ccc(-c2csc3ncnc(SCC(=O)c4ccc5c(c4)OCO5)c23)cc1,1.0
COc1ccc(N2CCN(C(=O)c3ccc(CNS(=O)(=O)c4ccc(C(C)(C)C)cc4)cc3)CC2)cc1,2.0
CCn1nc(C(=O)O)ccc1=O,4.0
O=C(c1cncc(Br)c1)N1CCCSC[C@@H]1CN1CCCC1,-12.0
Cc1cccc2c1OCCC2=NNC(=O)COc1ccccc1Cl,-17.8
Cc1cccc(NC(=O)NCC(c2ccsc2)N2CCN(C)CC2)c1 (stereo not given),1.0
CCCC(NC(=O)C(C)NC(=O)CON=C1C=C2CCC3C4CCC(C(C)=O)[C@@]4(C)CCC3[C@@]2(C)CC1)C(=O)O (stereo not given in full),-5.1
COc1ccc(Cc2nnc(C3CCN(C(C)=O)CC3)s2)cc1,-3.0
Cn1cnnc1SCc1cc(=O)c(O)co1,-14.0
COc1ccccc1-c1cc(C(=O)N2CC[C@H](S(=O)(=O)Cc3ccco3)C2)[nH]n1,4.0
COc1ccc(C(C)=NNC(=O)CNC(=O)CCc2ccccc2)c(OC)c1,-3.4
Cc1nc2c([nH]1)CC(C(=O)NCC1COc3ccccc3O1)CC2 (stereo not given),2.0
CCOC(=O)c1c[nH]c2cc(F)cc(F)c2c1=O,-35.0&-8.0
COc1ccc(OC)c(C=NNC(=O)c2cc[n+](CC(=O)c3ccccc3)cc2)c1,15.1
Cc1cccc(NC(=O)NCCn2nc(-c3ccco3)ccc2=O)c1,-10.0&-6.0
Cc1ccccc1-c1noc(Cn2cnc3c(nnn3Cc3cccc(Cl)c3)c2=O)n1,-5.0
O=C(Nc1nc(C2CC2)cs1)C1CCCN1c1nc2ccccc2o1 (stereo not given),-8.0
O=C(c1cccs1)c1ccc(CNS(=O)(=O)Cc2ccccc2Cl)s1,-15.0
CCc1cccc(CC)c1NC(=O)Cn1nc(-c2ccco2)c2sc(C)nc2c1=O,-4.0
CCOc1ccc(CC(=O)Nc2ccc(-n3nnn(CCOC)c3=O)cc2)cc1,-9.0
CC(C)CC(=O)NCCn1nc(-c2cccnc2)ccc1=O,-18.0
CCC(CN)(OC)c1ccccc1 (stereo not given),-13.0
O=C(Cn1cccc1)Nc1ccc(-c2csc(Nc3cccnc3)n2)cc1,7.0
COc1ccc(OC)c(Nc2ncnc3[nH]ncc23)c1,3.0
O=C(O)COc1ccccc1/C=C1\SC(=S)N(N=Cc2ccccc2O)C1=O,61.9
CCN(N=Cc1ccc(Cl)cc1)c1cc(=O)n(C)c(=O)[nH]1,-1.2
O=C(Cc1ccc(Cl)cc1)NCCOc1ccccc1,-23.0
O=C(NN=Cc1ccsc1)c1ccc2ccccc2n1,5.4
CCOC(=O)CCC(=O)N1CCCC(c2nnc(Cc3ccc(F)cc3)o2)C1 (stereo not given),1.0
C[C@@H](C(=O)NCc1ccc2c(c1)OCO2)n1nnc2ccccc2c1=O,-3.0
O=c1c2ccccc2c2ccccc2c(=O)n1-c1cccc(C(F)(F)F)c1,7.0
CC(C)c1nnc(C2CCN(C(=O)CSCc3ccccc3)CC2)o1,5.0
CC1=CC(=NS(=O)(=O)c2ccccc2)C(C(C)C)=CC1=O,5.1
C[C@](O)(CNC(=O)c1ccc(Cl)s1)c1cc2ccccc2s1,-9.0
COC(=O)c1ccc(C2CCN(S(=O)(=O)c3cccs3)CC2)cc1,-11.0
CSCCC(C)(O)CNC(=O)Nc1ccccc1F (stereo not given),0.0
O=C(C[C@H]1CCCCN1S(=O)(=O)c1ccccc1)NCc1ccco1,-16.0
Cc1nc(CSc2nnc3c(C)cc4ccccc4n23)cs1,-16.0
Nc1c(C(=O)N2CCOCC2)sc(=S)n1-c1ccc(F)c(Cl)c1,14.0
COc1ccc(Nc2ncnc3c2cnn3Cc2ccc(Cl)cc2)cc1,5.0
O=C(c1cn(-c2cccc(F)c2)nn1)N1CCN(c2ccccc2F)CC1,-4.0
CCOc1cccc2cc(C(=O)Nc3cccc(-c4cn5nc(OC)ccc5n4)c3)c(=O)oc12,-3.0
CCCCc1ccc(Nc2nc(N3CCCC3)nc(N3CCCC3)n2)cc1,-12.0
COc1ccc2sc(Nc3nc4ccc5sc(C)nc5c4s3)nc2c1,-9.0
CCOC(=O)N1CCN(C(CC(=O)OC)C(=O)OC)CC1 (stereo not given),76.0*
COc1ccc(-c2nnc(NC(=O)c3ccc(Cl)cc3Cl)o2)cc1OC,-4.0
Cc1ccc(NCC(=O)NN=Cc2ccc[nH]2)cc1,3.3

An excerpt of these results, with each value named.
SMILES: CCOc1cccc2cc(C(=O)Nc3cccc(-c4cn5nc(OC)ccc5n4)c3)c(=O)oc12
  SSB-PriA inh: -3.0
SMILES: CCCCc1ccc(Nc2nc(N3CCCC3)nc(N3CCCC3)n2)cc1
  SSB-PriA inh: -12.0
SMILES: COc1ccc2sc(Nc3nc4ccc5sc(C)nc5c4s3)nc2c1
  SSB-PriA inh: -9.0
SMILES: CCOC(=O)N1CCN(C(CC(=O)OC)C(=O)OC)CC1 (stereo not given)
  SSB-PriA inh: 76.0*

Next entries:
structure,SSB-PriA inh
COC(=O)N1CCC(CNC(=O)CN2C(=O)CCC2=O)CC1,-17.0
COCCNC(=O)CSc1nnc(C)c2cnn(-c3ccc(C)c(C)c3)c12,-3.0
Cc1oc2c(cc(O)c3ccccc32)c1C(=O)O,-6.0
COc1cc(C=NNc2ccc(Cl)c(C(=O)O)c2)ccc1OCC(=O)N1C(C)CCCC1C (stereo not given),2.7
O=[N+]([O-])c1ccccc1C=Nn1c(C2CCCCC2)n[nH]c1=S,12.7
COc1ccc(OC)c(C(=O)Nc2cc(C)nn2C(C)C)c1,-13.0
Cc1cnc2n(c1=O)CC(C(=O)NCc1ccccc1Cl)CS2 (stereo not given),2.0
CCOc1cc(C(=O)Nc2nnc(-c3ccccc3SC)o2)cc(OCC)c1OCC,-8.0
O=C(Cc1cccs1)NCc1cnn2c1CCCC2,-3.0
O=C(c1cccs1)N1CCCC(c2nnc(Cc3ccc(F)cc3)o2)C1 (stereo not given),-22.0
CCSc1ccccc1C(=O)NCc1sc2nc(-c3ccc(F)cc3)cn2c1C,17.0
CCOc1ccc2nc(N(Cc3cccnc3)C(=O)c3ccccc3C(=O)OC)sc2c1,6.0
Cc1ccc(S(=O)(=O)N2Cc3cncnc3C2)s1,-15.0
Cn1c(C(F)(F)F)nn(CCNC(=O)Cc2cccs2)c1=O,-18.0
COc1ccc(-c2csc3c(=O)n(Cc4cc(=O)n5ccccc5n4)cnc23)cc1OC,-14.0&-2.0
CN1CCCc2cc(C(C#N)N3CCOCC3)ccc21 (stereo not given),20.0
CC(C)=CCCC(C)(O[C@@H]1O[C@H](CO[C@@H]2OC[C@H](O[C@@H]3OC[C@@H](O)[C@H](O)[C@H]3O)[C@H](O)[C@H]2O)[C@@H](O)[C@H](O)[C@H]1O)C1CC[C@]2(C)C1[C@H](O)CC1[C@@]3(C)CC[C@H](O)C(C)(C)C3[C@@H](O)C[C@]12C (stereo not given in full),-0.8
Cc1ccc(/C=N\NC(=O)CNC(=O)c2cccs2)o1,-12.0
Cn1cc(C(=O)N2CCN(C(=O)c3ccco3)CC2)c2nn(-c3ccccc3)c(=O)c-2c1,-8.0
C/C=C/c1ccc(Oc2nc(C)nc3sc4c(c23)CCC4)c(OC)c1,-2.0
Cc1cc(C)c[n+](-c2[nH]c(=O)sc2C=NNC([S-])=Nc2ccccc2)c1,-2.9
O=c1[nH]nc(SCc2cccc(F)c2)n2nc(-c3ccc(F)cc3)cc12,1.0
CC(C)C(=O)Nc1ccc(C(=O)NCCNS(=O)(=O)c2cc(F)ccc2F)cc1,-13.0
COc1cccc(CSc2nc(CC(=O)NCc3ccccc3Cl)cc(=O)[nH]2)c1,-1.0
O=C(NC1CCC(Oc2cnccn2)CC1)c1ccc(N2CCOCC2)cc1 (stereo not given),-5.0
CCOC(=O)c1ccc(NC(=O)CSc2ncc(S(=O)(=O)c3ccccc3)c(N)n2)cc1,-4.0
Cc1cc(C)c(S(=O)(=O)NCC(=O)N2CCOC(c3ccccc3)C2)cc1C (stereo not given),-11.0
COc1cccc(CSc2nc(C)c(CC(=O)N3CCC(C(N)=O)CC3)c(=O)[nH]2)c1,-17.0
CCC(NC(=O)c1nnn(-c2ccccc2)c1-n1cccc1)c1cccs1 (stereo not given),31.0
CSc1cccc(C(=O)N(Cc2cccnc2)c2nc3ccc(S(C)(=O)=O)cc3s2)c1,0.0
O=C(/C=C/c1ccccc1)Nc1ccc(-c2cn3ccccc3n2)cc1,8.0
COC(=O)c1ccc(C(=O)Nc2ccc(-c3nc4ccccc4[nH]3)cc2)cc1,-13.0
Nc1nc(SCC(=O)N2CCCC2)[nH]c(=O)c1NC(=O)c1ccccc1,-11.0
CC1CC(C)CN(S(=O)(=O)c2ccc(C(=O)Nc3ccc(F)cc3F)cc2)C1 (stereo not given),-24.0
CC(=O)Nc1cccc(NC(=O)c2csc(Nc3ccccc3)n2)c1,3.0
CC1C(=O)NCCN1C(=O)C1CCCN(S(=O)(=O)c2ccc(F)cc2)C1 (stereo not given),-13.0&-9.0
CC(C)c1nnc(-c2cc3ccccc3[nH]2)o1,-6.0
Cc1cc(NC(=O)c2ccc(S(=O)(=O)C(C)C)cc2)n(-c2nc3ccccc3s2)n1,3.0
COc1ccc(-c2nnc(Nc3nc4cc(OC)c(OC)cc4s3)o2)cc1,-6.0
O=C(NN=Cc1cccc([N+](=O)[O-])c1)C1CC(=O)N(c2ccc(Br)cc2)C1 (stereo not given),5.7
O=C(N=Nc1c(O)[nH]c2c(Br)cc(Br)cc12)c1ccc(F)cc1,-12.0
CC1=C(C(=O)Nc2ccccc2)C(c2ccc(C)o2)n2c(sc(=Cc3ccco3)c2=O)=N1 (stereo not given),-19.0
COc1ccc(CCNC(CC(=O)Nc2c(Cl)cccc2Cl)C(=O)O)cc1OC (stereo not given),-14.0
O=C(CC(=O)NN=Cc1c(F)cccc1Cl)NCCc1ccccc1,2.6
CCCOc1ccc(-c2csc(NC(=O)COc3ccccc3)n2)cc1,-9.0
COc1ccc(C(N)=NOC(=O)N2CCOCC2)cc1,-14.5
O=C(C1CCN(c2ccc(-c3ccc(F)cc3)nn2)CC1)N1CCOCC1,0.0
Cc1cccc(-n2ncc3c(=O)n4c(nc32)SC[C@@H]4CC(=O)NCCCn2ccnc2)c1,-8.0

Fetched by structure from the list above:
structure,SSB-PriA inh
CCCOc1ccc(-c2csc(NC(=O)COc3ccccc3)n2)cc1,-9.0
O=C(N=Nc1c(O)[nH]c2c(Br)cc(Br)cc12)c1ccc(F)cc1,-12.0

Other structures:
structure,SSB-PriA inh
COc1ccc(CCC(=O)Nc2ccc3c(c2)CN(S(=O)(=O)c2ccccc2)CC3)cc1,2.0
COc1ccccc1CNC(=O)C(=O)NCC1(CO)CC1,-9.0
O=C(NN=C1CCc2ccccc21)c1ccc(O)cc1,-1.1
Cc1noc(C)c1S(=O)(=O)N1CCC(c2nnc(-c3ccco3)o2)CC1,7.0
CC(Cc1ccccc1)=NNC(=O)CNC(=O)c1ccccc1F,-10.0
Cc1cc2ncc(CCCNC(=O)C3c4ccccc4Oc4ccccc43)cn2n1,-14.0
O=S(=O)(Cc1ccccc1F)Nc1cnc2ccnn2c1,-2.0
COc1ccc(-c2csc(-c3nnn(-c4cccc(Cl)c4)c3C)n2)cc1OC,-8.0
COc1cc(C(=O)N/N=C\c2ccc(Br)o2)cc(OC)c1OC,-9.0
O=C(c1ccsc1)c1ccc(CNS(=O)(=O)c2ccccc2Cl)s1,6.0
CC(NC(=O)C(=O)NCC1CCN(c2nccnc2C#N)CC1)c1ccccc1 (stereo not given),-13.0
COc1ccc(S(=O)(=O)c2c(N)n(/N=C\c3ccco3)c3nc4ccccc4nc23)cc1,5.0
CCOc1cc(C=NNC(=O)CCn2nc(C)cc2C)ccc1O,-6.9
O=C(Nc1ccc(Cl)cc1)NC1CCCC(O)C1 (stereo not given),-4.0
COc1ccc(CNC(=O)NCC(c2ccsc2)N2CCCC2)cc1OC (stereo not given),2.0

Screening results as filed in PubChem BioAssay.

This is a subset (hit frequency here may not be typical).
